CCHFV vOTU inh – blocks the CCHF virus ovarian tumor domain protease; inhibition, % at 11.5 µM; 0.55% of 370,000 active; CCHFV vOTU protease, Pep-AMC fluorescence; in the data active means inhibition above about 30%; further: 0% = vehicle wells with enzyme and 100% = no enzyme wells
Yp Topo-I inh – blocks Yersinia pestis topoisomerase I activity; Y. pestis Topo-I cleavage product accumulation, plate reader; activity, % at 10 µM; 0.064% of 360,000 active; in the data active means activity above about 50%, passing the limit was not always enough; further: inactives centre near 2
Rv3671c protease – inhibits the M. tuberculosis serine protease Rv3671c; inhibition, % at 5.96 µM; 0.048% of 320,000 active; AID 2606; in the data active means inhibition above about 38%;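 further: extracellular domain of Rv3671c used as enzyme; 0% = enzyme with DMSO and 100% = no enzyme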
Target sequence (P9WHR9 whole entry, looked up, the tested form may be a part): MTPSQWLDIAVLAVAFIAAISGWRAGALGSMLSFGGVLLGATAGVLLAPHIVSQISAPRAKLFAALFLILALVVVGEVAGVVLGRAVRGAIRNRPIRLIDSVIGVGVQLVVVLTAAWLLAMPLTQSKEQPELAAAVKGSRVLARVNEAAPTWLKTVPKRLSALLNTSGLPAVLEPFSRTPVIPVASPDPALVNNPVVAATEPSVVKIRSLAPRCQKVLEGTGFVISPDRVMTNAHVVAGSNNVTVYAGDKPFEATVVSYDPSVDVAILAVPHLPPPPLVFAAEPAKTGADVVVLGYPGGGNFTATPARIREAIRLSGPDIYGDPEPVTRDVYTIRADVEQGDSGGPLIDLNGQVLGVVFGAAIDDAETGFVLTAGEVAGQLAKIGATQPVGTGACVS
DUSP3 inh – DUSP3 (human) phosphatase inhibition | AID 1654 | inhibition, % at 13.3 µM | P51452 | recombinant VHR phosphatase, pNPP absorbance | 0.52% of 290,000 active; in the data active means inhibition above about 50%; further: some compounds called inactive have numbers as strong as hits
Target sequence (P51452 whole entry, looked up): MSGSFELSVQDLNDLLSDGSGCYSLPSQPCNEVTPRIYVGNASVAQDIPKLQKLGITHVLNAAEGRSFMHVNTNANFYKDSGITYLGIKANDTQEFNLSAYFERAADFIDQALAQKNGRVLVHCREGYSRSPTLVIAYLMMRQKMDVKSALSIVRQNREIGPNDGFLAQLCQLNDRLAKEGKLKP
SARS 3CLpro inh – SARS-CoV 3CLpro protease inhibition | P0C6X7 | recombinant SARS-CoV 3CLpro, quenched FRET peptide cleavage | inhibition, % at 6 µM | 0.14% of 290,000 active | AID 1706; in the data active means inhibition above about 12%
TcdB GH inh – inhibitors of Clostridioides difficile toxin B glycohydrolase; P18177; 0.24% of 350,000 active; TcdB glycohydrolase enzymatic assay, plate reader; inhibition, % at 9.99 µM; in the data active means inhibition above about 10%
Vc quorum ag – quorum light induction in luxS cqsA deficient V. cholerae; V. cholerae BH1578 lux reporter, luminescence, 6 h; activation, % at 18.7 µM; 0.16% of 350,000 active; in the data active means activation mostly above about 9.7%, no sharp cut-off; further: not every result past the cut was called active; inactives centre near 0; reference of the scale not given here
PrPC surface inh – inhibitors of human cell surface prion protein PrPC. P04156. TR-FRET read-out. inhibition, % at 13.8 µM. AID 720596. 0.43% of 370,000 active; in the data active means inhibition above about 24%; further: 0% = median of the test wells and 100% = reference compound wells
MazEF act – increases E. coli MazEF RNase cleavage of RNA; P0AE70; FAM/BHQ RNA-DNA oligo cleavage fluorescence, 5 h; activation, % at 20 µM; 0.32% of 350,000 active; in the data active means activation above about 50%
Target sequence (P0AE70 whole entry, looked up): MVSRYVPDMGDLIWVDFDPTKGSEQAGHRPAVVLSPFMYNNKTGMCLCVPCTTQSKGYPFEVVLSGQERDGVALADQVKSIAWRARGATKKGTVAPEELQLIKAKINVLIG
PriA SSB inh – inhibitors of Klebsiella pneumoniae PriA binding to SSB C-terminal tail; AlphaScreen SSBct-PriA binding, biotinylated peptide; inhibition, % at 33 µM; 0.6% of 430,000 active; AID 1272365; in the data active means inhibition mostly above about 37%, no sharp cut-off; inactive means mostly below about 20%;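 further: plate controls were negative control peptide for no effect and reference peptide for full effect; strong numbers were not always called active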
Numbers without * were called inactive; i = inactive; / = no result given; & = joins results of further samples. A portion of the library (hit frequency here may not be typical).

SMILES	CCHFV vOTU inh	Yp Topo-I inh	Rv3671c protease	DUSP3 inh	SARS 3CLpro inh	TcdB GH inh	Vc quorum ag	PrPC surface inh	MazEF act	PriA SSB inh
Cc1cccc(NC(=O)CC2SC(=NC3CCCCC3)NC2=O)c1 (configuration not stated)	8	7	-3	11	-4	/	-0.1	-3	-7	1
O=S(=O)(/N=C/c1c(O)ccc2ccccc12)c1ccccc1	-17	-2	6	54*	-1	0.4	-0.3	-3	-4	/
Cc1ccc(N(C(=O)Nc2ccccc2)C2=NCC(C)S2)cc1 (configuration not stated)	15	-2	5	-2	-5	-0.2	-0.3	4	5	1
CC(=O)NCCC(=O)NCc1ccc(F)cc1	4	2	-2	-9	-1	/	11	-1	6	-9
CC(=O)NC(C)C(=O)OCC(=O)Nc1ccc(Br)cc1 (configuration not stated)	-2	-4	0	4	-2	/	-0.2	7	-4	-8
CCOc1ccccc1CN1CCN(Cc2cc(=O)c3ccccc3[nH]2)CC1CCO (configuration not stated)	11	0	5	-3	0	1.1	i	-11	10	7
Cc1nn2cc(-c3cccc(Cl)c3)cnc2c1Cl	-7	9	-4	6	-2	0.4	2.1	2	-23	-22
O=C(c1ccccc1)c1cn(CC(=O)N2CCOCC2)c2ccccc12	16	-2	5	-11	5	/	i	2	1	-17
CC(NCC1(N2CCOCC2)CCCCC1)C(=O)N1CCc2ccccc21 (configuration not stated)	-9	2	8	32	3	/	-0.3	-6	-5	1
COc1ccc(-c2nnc3ccc(SCC(=O)N4CCCCCC4)nn23)cc1OC	5	6	-5	-6	/	2.9	-0.2	-1	4	-23
CC(=O)C1C(c2ccco2)c2c(noc2C)CC1(C)O (configuration not stated)	-8	1	1	18	-4	/	-0.7	-1	7	-16
CCO/C(C)=C1\C(=O)N(CC)c2ccccc21	-2	0	-3	18	-2	/	i	-5	3	-19

Continued:
SMILES	CCHFV vOTU inh	Yp Topo-I inh	Rv3671c protease	DUSP3 inh	SARS 3CLpro inh	TcdB GH inh	Vc quorum ag	PrPC surface inh	MazEF act	PriA SSB inh
CC(C)c1ccc(NC2(C#N)C(=O)Nc3ccccc32)cc1 (configuration not stated)	-16	2	0	7	-3	/	-0.2	-11	4	4
CC(=O)Nc1nc2ccccc2n1Cc1ccc(Cl)cc1	11	8	3	25	3	1.5	-0.8	11	12	1
CC(=O)Nc1ccc(NC(=O)Cn2c(CC(=O)N3CCCC3)nc3ccccc32)cc1	/	11	-1	22	-6	0.6	-0.6	/	4	-6
Cc1c(Cl)cccc1NC(=O)COC(=O)CCc1nc2ccccc2n1-c1ccccc1	25	22	-3	26	-3	/	-0.8	2	33	-4
CCCCc1ccc(-c2csc(/C(C#N)=C/c3ccco3)n2)cc1	10	-5	-14	10	3	0.9	-0.6	5	-15	-2
Cc1ccc(-c2noc(C3CCCCC3)n2)cc1	-4	2	-9	7	0	/	i	-3	-3	-67
CC(Sc1nnc(-c2cccs2)n1N)C(=O)NCC1CCCO1 (configuration not stated)	-11	-3	-9	/	/	0.7	0.7	0	4	3
COc1ccc(C2=NOC(COc3ccc([N+](=O)[O-])cc3)C2)cc1 (configuration not stated)	-10	11	7	-8	4	0.9	0.6	2	-1	-12
COc1ccc(-c2[nH]c(-c3ccc(C)cc3)nc2SCC(=O)NCc2ccco2)cc1OC	-5	-2	3	19	-3	0.1	-0.4	3	-4	-9
CC(C)c1ccc(NC(=O)NC2CC3CCC(C2)N3Cc2cccs2)cc1 (configuration not stated)	12	7	0	27	1	1.0	i	-8	10	-2
CCN(CC)CCN1C(=O)c2oc3ccccc3c(=O)c2C1c1ccc(C)cc1 (configuration not stated)	10	-5	0	17	7	/	-12	-13	-12	-5
COc1cc(NC2=CC(=O)CC(C)(C)C2)cc(OC)c1	6	-5	1	13	-4	0.4	i	0	7	-2

The listing continues.
SMILES	CCHFV vOTU inh	Yp Topo-I inh	Rv3671c protease	DUSP3 inh	SARS 3CLpro inh	TcdB GH inh	Vc quorum ag	PrPC surface inh	MazEF act	PriA SSB inh
Cc1cccc(NC(=O)Cn2c(=O)n(Cc3ccccc3)c(=O)c3c(C)c(C)sc32)c1	1	-1	-10	-10	5	/	-0.6	5	9	10
CSc1ncccc1C(=O)N1CCCC(Nc2ccc(C)c(C)c2)C1 (configuration not stated)	2	1	/	-6	0	-0.6	i	7	-2	/
O=C(CNC(=O)c1ccc(Cl)cc1Cl)NCCCn1ccnc1	-10	0	1	-1	0	/	i	2	4	-27
C=CCn1c(CCNC(=O)c2ccccc2F)nnc1SCC(=O)Nc1ccccc1F	1	7	5	2	-3	0.4	-0.9	2	3	0
CCCCCCc1nc2nc(Cl)c(Cl)nc2[nH]1	-18	-2	/	/	/	0.4	i	10	7	/
CCC(CC)CN1C(Nc2ccccc2)=NC[C@@H]1C	11	0	-1	20	-5	-2.5	i	5	2	-11
CN(C)CCCOc1ccc(Cl)cc1Br	-12	-2	-2	10	1	/	-2.4	5	2	51*
Cn1cccc1C(=O)NCCc1ccc(Cl)cc1	-9	-7	-8	-4	4	1.1	6.7	-3	-1	23
COc1ccnc(CN(C)C(=O)C2CCC(=O)N(CCN(C)C)C2)c1 (configuration not stated)	2	-2	-5	-4	-4	-1.0	-0.4	-3	9	-9
CCCCNC(=O)CSc1nc2ccc(Nc3nc(N4CCOCC4)nc(N4CCOCC4)n3)cc2s1	4	34	-7	14	7	0.7	-0.4	11	0	-12
CCOC(=O)c1c(/N=C/c2cc(C)ccc2O)sc2c1CCN(C)C2	-7	-2	6	-8	-3	/	-0.2	-6	3	/
O=c1c(O)c(-c2cccs2)oc2ccccc12	0	4	-21	-8	-4	/	-0.2	-15	-3	-31

New compounds follow
SMILES	CCHFV vOTU inh	Yp Topo-I inh	Rv3671c protease	DUSP3 inh	SARS 3CLpro inh	TcdB GH inh	Vc quorum ag	PrPC surface inh	MazEF act	PriA SSB inh
C=CCN1CCN(C(=O)c2oc3ccccc3c2C)CC1	0	-6	-2	8	0	1.3	0.5	-9	-4	-6
CC(NC(=O)CCC1COc2ccccc2O1)c1ccccc1 (configuration not stated)	-10	-9	-14	11	4	/	-6.2	2	5	-5
CC(=O)N1CCc2cc(S(=O)(=O)CCC(=O)O)ccc21	4	6	0	0	1	/	0.1	0	-2	-13
COC(=O)c1ccc(-n2c(C)cc(C(=O)CSc3ccc(NC(C)=O)cc3)c2C)cc1	6	23	-5	-1	2	/	-0.3	9	3	19
O=C1CN(C(=O)c2c(F)cccc2F)C(c2ccc(F)cc2)c2cc(F)ccc2N1 (configuration not stated)	12	8	5	-12	-2	1.3	i	-6	-3	4
COCCNC(=O)C1CCCN(C(=O)c2cc(C)n(C(C)(C)C)n2)CC1 (configuration not stated)	2	-1	/	/	/	-0.3	-1.2	-2	/	/
Cn1nnc(NCc2cc(Br)ccc2OCc2cccs2)n1	-5	1	-12	0	-7	/	-1.7	4	1	-14
Cc1cc(C)cc(-n2ncc3c2CCCC3NC(=O)c2cc(C)[nH]n2)c1 (configuration not stated)	4	14	-1	14	2	6.1	-0.4	-9	2	-11
COc1cccc(/C=N/NC(=O)c2cc3c(OC)ccc(OC)c3[nH]2)c1O	7	-9	29	14	1	1.0	i	6	-34	/
CC1CCCN(S(=O)(=O)c2ccc(C(=O)Nc3nnc(-c4ccncc4)o3)cc2)C1 (configuration not stated)	3	-1	-3	8	3	0.4	0.2	-4	-1	-11
CCOC(=O)Cn1c(=O)c(C#N)cn(C(C)C)c1=O	0	-1	-9	2	-2	0.8	-0.2	3	2	-12
O=C(N[C@H](C(=O)O)c1ccccc1)C1CCC(Cn2cnc3ccccc3c2=O)CC1 (some centres not stated)	12	-2	-1	21	0	-0.3	-0.5	1	7	7

Some entries already given with just PrPC surface inh and CCHFV vOTU inh.
Structure	PrPC surface inh	CCHFV vOTU inh
CC(NC(=O)CCC1COc2ccccc2O1)c1ccccc1 (configuration not stated)	2	-10
CC(=O)N1CCc2cc(S(=O)(=O)CCC(=O)O)ccc21	0	4

Other entries follow:
SMILES	CCHFV vOTU inh	Yp Topo-I inh	Rv3671c protease	DUSP3 inh	SARS 3CLpro inh	TcdB GH inh	Vc quorum ag	PrPC surface inh	MazEF act	PriA SSB inh
O=C(N/N=C/C(Br)=C/c1ccccc1)c1ccccc1F	1	5	-9	17	1	0.2	-0.3	-6	-4	/
COc1ccc2c(c1OC)C(=O)OC2Nc1ncccc1C (configuration not stated)	-6	9	-7	27	0	/	-1.0	-1	5	-16&-4
O=C(Nc1nnc(CCc2ccccc2)s1)C1CCCO1 (configuration not stated)	-6	4	-7	6	-4	/	-0.2	4	7	-10
Cc1nn(Cc2ccc(Cl)c(Cl)c2)c(C)c1NC(=O)c1cc(CC(C)C)on1	9	29	7	11	5	0.9	0.0	49*	5	-13
COc1ccccc1N1CCN(CCc2c[nH]c3cc4c(cc23)OCO4)CC1	-3	-8	/	/	/	0.3	-2.3	-8	-1	26
Cc1ccsc1C1C2=C(CCCC2=O)Nc2ncnn21 (configuration not stated)	2	1	10	12	-1	/	i	2	0	-15
Cc1ccc(NS(=O)(=O)c2ccc(C(=O)N3CCCCCCC3)cc2)cc1	4	16	8	5	4	1.9	-7.7	2	5	-15
Cc1nc(C(=O)NCc2ccccc2)sc1C1(C)CC(c2cccnc2)=NO1 (configuration not stated)	7	7	-3	7	/	1.1	0.0	-2	1	2
Cc1onc(-c2ccccc2)c1CNC(=O)Nc1ccc(C(F)(F)F)cc1	12	-12	-40	13	3	0.9	-0.9	13	9	-7
CCOc1ccc(NC(=O)C2CC(=O)N(Cc3ccco3)C2)cc1 (configuration not stated)	11	4	-4	/	/	0.8	-0.4	-4	6	-5
COc1ccc(C(=O)Nc2ccc3c4c(cccc24)CC3)cc1	11	28	3	-1	7	/	0.4	-4	3	-10
N#Cc1ccc(S(=O)(=O)Nc2ccc3ccccc3n2)cc1	2	5	1	14	-1	-3.9	-0.4	7	7	-11

A few values from the entries so far:
COc1ccc2c(c1OC)C(=O)OC2Nc1ncccc1C (configuration not stated) in DUSP3 inh is entered as 27
Cc1onc(-c2ccccc2)c1CNC(=O)Nc1ccc(C(F)(F)F)cc1 in DUSP3 inh is entered as 13
O=C(Nc1nnc(CCc2ccccc2)s1)C1CCCO1 (configuration not stated) in MazEF act is entered as 7
COc1ccc(C(=O)Nc2ccc3c4c(cccc24)CC3)cc1 in PriA SSB inh is entered as -10
COc1ccccc1N1CCN(CCc2c[nH]c3cc4c(cc23)OCO4)CC1 in Yp Topo-I inh is entered as -8
N#Cc1ccc(S(=O)(=O)Nc2ccc3ccccc3n2)cc1 in MazEF act is entered as 7
Cc1ccc(NS(=O)(=O)c2ccc(C(=O)N3CCCCCCC3)cc2)cc1 in PrPC surface inh is entered as 2

The listing continues.
SMILES	CCHFV vOTU inh	Yp Topo-I inh	Rv3671c protease	DUSP3 inh	SARS 3CLpro inh	TcdB GH inh	Vc quorum ag	PrPC surface inh	MazEF act	PriA SSB inh
CCC(C)C(NC(=O)c1ccccc1NC(=O)c1ccccc1)C(=O)O (configuration not stated)	-1	-1	-9	-5	2	-0.7	i	-2	2	-20
Cc1c(N)cc[n+](CC(=O)c2ccccc2)c1C	2	-3	4	20	-1	0.3	-0.2	-2	-1	-8
O=C(O)CP(=O)(c1ccccc1)c1ccccc1	-2	-1	-9	-4	-7	/	i	-9	-8	-10
Cc1ccc(-c2cc3c(nn2)-c2ccccc2C3=O)cc1	25	-15	5	21	-4	-0.1	0.0	-9	16	5
COc1ccc(CCNC(=O)c2cnccn2)cc1	1	-10	-2	-4	/	-1.6	/	-5	-2	-12
Cc1ccc(C(=O)c2c3ccccc3[n+]([O-])n2CCC(N)=O)cc1	0	4	-10	29	33*	-0.1	i	-3	9	-6
CCCC(=O)Nc1ccc(C(=O)COC(=O)C2=COCCO2)cc1	10	3	/	/	/	0.3	i	9	3	1
Cc1ccc(NC2(C(F)(F)F)N=C(c3ccccc3)NC2=O)nc1 (configuration not stated)	-4	-3	-7	10	1	/	i	2	0	3
CSC1=NSC2=NC(=O)/C(=C\c3cccs3)C(=N)N12	-18	-2	-5	-8	-9	/	-2.4	1	-3	2
COc1ccc(CNC(=O)COC(=O)CN2C(=O)NC3(CCCC3)C2=O)cc1	-5	-6	3	/	/	1.3	-0.4	2	4	-10
COc1cccc(CNc2nc3cc(-c4ccccc4CO)sc3c(=O)n2C)c1	1	11	/	/	/	-0.3	i	-8	/	/
Cc1cc(C2C(=O)NC(=O)C2=O)c(C)cc1Br (configuration not stated)	-2	-1	/	/	/	-0.8	-4.3	-4	14	-2
